Compound activity deposited in PubChem by several laboratories.
CHT PAM – CHT positive allosteric modulators, primary screen, cell-based, membrane potential dye, choline EC20 | B-score at 10 µM | AID 488977, 2010 | CHT-expressing cells; stronger effect = higher value; LV-AA mutant CHT in HEK293 cells | High affinity choline transporter 1 (Homo sapiens), Q9GZV3 | 310,000 tested, 0.49% active;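 active means initial fluorescence not abnormally high and integrated response B-score, plate-corrected, over 3 SD above library mean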
Target sequence (Q9GZV3 whole entry, looked up): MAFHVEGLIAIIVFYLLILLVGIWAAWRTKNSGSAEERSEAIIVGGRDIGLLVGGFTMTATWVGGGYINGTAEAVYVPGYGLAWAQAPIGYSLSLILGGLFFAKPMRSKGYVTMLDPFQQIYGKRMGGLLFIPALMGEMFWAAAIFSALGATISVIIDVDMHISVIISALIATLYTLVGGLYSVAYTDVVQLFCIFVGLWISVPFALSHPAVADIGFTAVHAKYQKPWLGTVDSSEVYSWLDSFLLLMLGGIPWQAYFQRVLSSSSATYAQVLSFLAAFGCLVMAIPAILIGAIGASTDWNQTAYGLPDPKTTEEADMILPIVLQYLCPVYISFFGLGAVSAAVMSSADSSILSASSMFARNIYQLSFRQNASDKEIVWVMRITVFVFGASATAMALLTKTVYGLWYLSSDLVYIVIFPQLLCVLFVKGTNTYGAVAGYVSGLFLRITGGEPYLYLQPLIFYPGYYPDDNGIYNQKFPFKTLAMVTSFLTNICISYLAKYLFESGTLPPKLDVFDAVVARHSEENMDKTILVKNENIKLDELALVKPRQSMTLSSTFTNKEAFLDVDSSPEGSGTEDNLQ
OX1R antagonist – OX1R (HCRTR1) antagonists, primary screen, fluorescence, CHO/OX1R cells, Fluo-8 calcium, orexin A; Orexin/Hypocretin receptor type 1 (Homo sapiens), O43613; Fluo-8 calcium fluorescence; inhibition, % at 5 µM; 330,000 tested, 0.43% active;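 active means inhibition above its plate's threshold, mean inhibition of all tested compounds on the plate plus 3 SD, cut at about 37% in these data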;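 further: 0% = orexin A challenge wells and 100% = SB-334867-A antagonist wells; not every result past the cut was called active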
Target sequence (O43613 whole entry, looked up): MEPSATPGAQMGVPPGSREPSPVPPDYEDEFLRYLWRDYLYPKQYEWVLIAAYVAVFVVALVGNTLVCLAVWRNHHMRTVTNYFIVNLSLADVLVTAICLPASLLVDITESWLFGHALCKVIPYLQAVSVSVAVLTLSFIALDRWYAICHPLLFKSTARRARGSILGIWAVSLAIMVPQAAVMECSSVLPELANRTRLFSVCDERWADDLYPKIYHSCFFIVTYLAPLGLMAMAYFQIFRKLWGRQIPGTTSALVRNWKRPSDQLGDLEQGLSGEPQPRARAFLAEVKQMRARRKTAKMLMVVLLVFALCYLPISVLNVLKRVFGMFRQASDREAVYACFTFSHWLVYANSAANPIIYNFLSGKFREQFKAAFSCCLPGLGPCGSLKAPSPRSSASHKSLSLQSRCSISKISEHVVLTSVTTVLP
The depositor's hits bear a star; i = inactive; / = no result given.

| Molecule | CHT PAM | OX1R antagonist |
| --- | --- | --- |
| CC(CCc1ccccc1)NCCC#N (stereo not given) | i | -12 |
| COC(=O)C1C2CC[C@@H](CC1OC(=O)c1ccccc1)N2 (stereo not given in full) | / | -18 |
| CN1CCN(C(=O)COc2ccc(Oc3ccccc3)cc2)CC1 | i | -20 |
| CC(NS(=O)(=O)OCC(Cl)(Cl)Cl)c1ccccc1 (stereo not given) | i | -7 |
| CCCN1C2CCCC1CC(NC(C)=O)C2 (stereo not given) | i | 6 |
| Cc1c(C)c2ccc(OCC(=O)N3CCN(Cc4ccccc4)CC3)cc2oc1=O | / | 5 |
| CSc1ccc(C(=O)C2CCCN(Cc3cnc(SC)nc3)C2)cc1 (stereo not given) | i | -45 |
| COCCN1C(=O)/C(=C/c2c(OC)cc(OC)cc2OC)C(=O)N(c2ccccc2)C1=O | i | -21 |
| CCS(=O)(=O)Nc1cccc(C(=C2CCCCC2)c2cnc[nH]2)c1 | i | -15 |
| COc1nc(C)nc(NC(=O)NS(=O)(=O)c2ccccc2Cl)n1 | i | -6 |
| COc1cccc(CN2CCCCC2c2cccnc2)c1 (stereo not given) | i | -11 |
| O=C1NC(=O)N(Cc2ccco2)C(=O)/C1=C\c1cccn1CCOc1ccc(Cl)cc1 | i | -1 |
| CC[N+](CC)(CC)CC | i | -11 |
| CCCC(=O)Nc1ccc(N2CCN(CC)CC2)c(Cl)c1 | i | -14 |
| BrCC(Br)(Br)Br | / | -8 |
| COc1cccc(-c2nc(CS(=O)CC(=O)N3CCC4(CC3)OCCO4)c(C)o2)c1 (stereo not given) | i | -22 |
| O=[N+]([O-])c1ccc(NCc2ccccc2)c2nonc12 | i | 108* |
| COC(=O)c1cccc(NC(=O)N2C[C@H]3C[C@@H](C2)c2cccc(=O)n2C3)c1 | i | 2 |
| CC(C)[C@@]1(NC(=O)[C@@H]2C[C@@H]3c4cccc5[nH]cc(c45)C[C@H]3N(C)C2)O[C@@]2(O)[C@@H]3CCCN3C(=O)[C@H](Cc3ccccc3)N2C1=O | i | -29 |
| Cc1ncc([N+](=O)[O-])n1CCOc1nonc1N | i | -17 |
| COc1ccc(NC(=O)N2C[C@@H]3C[C@@H](C2)c2cccc(=O)n2C3)c(OC)c1 | i | 7 |
| CCOc1ccccc1-n1c(O)c(C=NCc2ccc3c(c2)OCO3)c(=O)[nH]c1=O | i | -18 |
| COc1ccc(-c2csc(NC(=O)COC(=O)Cc3ccccc3)n2)cc1OC | i | -23 |
| O=C(c1ccncc1)C12CN3CN(CN(C3)C1)C2 | i | 1 |

Single values from the entries so far.
CCOc1ccccc1-n1c(O)c(C=NCc2ccc3c(c2)OCO3)c(=O)[nH]c1=O – OX1R antagonist: -18
COc1cccc(-c2nc(CS(=O)CC(=O)N3CCC4(CC3)OCCO4)c(C)o2)c1 (stereo not given) – OX1R antagonist: -22
COc1ccc(NC(=O)N2C[C@@H]3C[C@@H](C2)c2cccc(=O)n2C3)c(OC)c1 – OX1R antagonist: 7

Following part:
| Molecule | CHT PAM | OX1R antagonist |
| --- | --- | --- |
| COC(=O)C1=C(c2cc3ccccc3o2)C[C@@H]2CC[C@H]1N2C(=O)N1CCOCC1 | i | -3 |
| CCCN1CCC(NC2CCC(O)CC2)CC1 (stereo not given) | i | -11 |
| Cc1ccc2occ(CN3CC4CC(C3)c3cccc(=O)n3C4)c(=O)c2c1 (stereo not given) | i | -10 |
| O=C(CSc1ccccc1)N1CCC2(CC1)OCCO2 | i | -14 |
| CCC(=NCc1cccnc1)c1c(O)n(C2CCCCC2)c(=O)[nH]c1=O | i | -14 |
| CCOP(=S)(OCC)SCOC(=O)NCC(=O)OC | i | 3 |
| O=Cc1cn(Cc2c(F)cccc2Cl)c2ccccc12 | i | -15 |
| COc1ccc(Cc2c(O)[nH]c(=O)[nH]c2=O)c(OC)c1 | i | 0 |
| CCN(CC)CCN=Cc1c(O)n(C2CCCCCC2)c(=O)[nH]c1=O | i | -7 |
| COC(=O)C1=C(N)Oc2cc(C)oc(=O)c2C12C(=O)Nc1ccccc12 (stereo not given) | i | -6 |
| FC(F)(F)c1ccc(CNCCc2c[nH]c3ccccc23)cc1 | i | -16 |
| COc1ccc(-n2c(CN3CCOCC3)nc3ccccc3c2=O)c(OC)c1 | i | -24 |
| CN(C)c1ccc(NC(=O)CN2C(=O)CN=C(c3ccccc3)c3cc(Cl)ccc32)cc1 | i | -19 |
| OCC(Br)CBr (stereo not given) | / | 0 |
| COC(=O)[C@@H]1C[C@]2(C(=O)O)c3ccccc3N(OOSc3ccccc3)[C@@H]2N1C(=O)OC | i | 1 |
| C=C(C)[C@@H]1C2C(=O)O[C@H]1[C@H]1OC(=O)[C@@]34OC3C[C@]2(O)[C@@]14C (stereo not given in full) | i | 9 |
| CCCC[N+]12CCC(CC1)C(C(O)(c1ccccc1)c1ccccc1)C2 (stereo not given) | i | -2 |
| Cc1ccc2cc3cc(C(=O)N4CCC5(CC4)OCCO5)oc3nc2c1 | i | -23 |
| CN1c2ccccc2Oc2ccccc21 | i | -4 |
| COc1c(C)cc(C(=O)C2CCCN(Cc3ccccn3)C2)cc1C (stereo not given) | i | -9 |
| CC(=NCCN(C)C)c1c(O)n(Cc2ccccc2)c(=O)[nH]c1=O | i | -21 |
| COc1cc(C(O)CN)ccc1O (stereo not given) | i | 1 |
| O=C(Cc1cccc(C(F)(F)F)c1)N1CCN(CC(=O)N2CCCC2)CC1 | / | -22 |
| C/C(=N\NC(=O)c1ccccc1O)c1c(O)n(Cc2ccccc2)c(=O)[nH]c1=O | i | -14 |
| Oc1ccc2c3c1O[C@H]1c4[nH]c5ccccc5c4C[C@@]4(O)C(C2)N(CC2CC2)CC[C@]314 | i | -5 |
| CNS(=O)(=O)c1ccc(-c2ccc(C=C3C(=O)NC(=O)NC3=O)o2)cc1 | i | 3 |
| CC/C(=N\Nc1ccccc1)c1c(O)n(C)c(=O)n(C)c1=O | i | -18 |
| O=C1N(c2nncs2)CCN1[N+](=O)[O-] | i | -13 |
| C[C@]12CCC(=O)C[C@@H]1CC[C@@H]1[C@@H]2CC[C@]2(C)[C@@H](O)CC[C@@H]12 | / | -21 |
| Cc1ccsc1CNCCc1ccc(F)cc1 | i | -25 |
| COc1ccc(C2SCC(=O)Nc3c2c(=O)[nH]n3C2CCCCCC2)cc1 (stereo not given) | i | -4 |
| CCC(C)N1C(=O)NC(=O)C2(Cc3c(ccc4ccccc34)N(C)C2)C1=O (stereo not given) | i | -24 |
| CC(C)=CCC12CN3CCN(CC(C3)C1=O)C2 | i | 2 |
| Cc1ccc(-c2cc(-c3ccc(C)cc3)[n+](C)o2)cc1 | i | 2 |
| CCn1ccnc1CN1CCCC(C(=O)c2cc(F)ccc2OC)C1 (stereo not given) | i | -21 |
| O=[N+]([O-])c1ccc(NCc2ccc(Cl)cc2)c2ccncc12 | i | -18 |
| C=C1C(=O)[C@@]23C[C@H]4[C@@H]5[C@@]6(C)CCC[C@@]57[C@@H]2[C@@H](O)[C@@H]1C[C@H]3[C@H]7N4C6 | i | -13 |
| CCOC(=O)c1c(C)n(Cc2ccco2)c2ccc(O)cc12 | i | -14 |
| CN1CCN(c2ccc(N)c(N3CCN(C)CC3)c2)CC1 | i | -15 |
| Cn1cc(C(O)CN2CCCCC2)c2ccccc21 (stereo not given) | i | -28 |
| O=c1c2ccccc2nc(/C=C/c2ccc3c(c2)OCO3)n1-c1ccccc1 | i | -12 |
| O=C1NC(=O)N(c2ccccc2F)C(=O)/C1=C/c1ccc(Sc2nc3ccccc3[nH]2)o1 | i | 41 |
| CCC(=Nc1ccccc1NC(C)=O)c1c(O)n(C)c(=O)n(C)c1=O | i | -4 |
| O=C1NC(=S)NC(=O)C12C(c1ccc(F)cc1)NC(=S)NC2c1ccc(F)cc1 (stereo not given) | i | -15 |
| CC(=NCc1cccnc1)c1c(O)n(Cc2ccccc2)c(=O)[nH]c1=O | i | -25 |
| O=P1(Oc2ccccc2)C[C@@H](O)[C@@H](O)[C@H](COCc2ccccc2)O1 (stereo not given in full) | i | -6 |
| CN1CCC(O)(c2ccccc2)C(C(=O)c2ccccc2)C1 (stereo not given) | i | -12 |
| CCn1c(O)c(C=Nc2ccc(N3CCOCC3)c(Br)c2)c(=O)n(CC)c1=S | i | -6 |

Structures above with a Cl atom, in the order listed:
| Molecule | CHT PAM | OX1R antagonist |
| --- | --- | --- |
| CC(NS(=O)(=O)OCC(Cl)(Cl)Cl)c1ccccc1 (stereo not given) | i | -7 |
| COc1nc(C)nc(NC(=O)NS(=O)(=O)c2ccccc2Cl)n1 | i | -6 |
| O=C1NC(=O)N(Cc2ccco2)C(=O)/C1=C\c1cccn1CCOc1ccc(Cl)cc1 | i | -1 |
| CCCC(=O)Nc1ccc(N2CCN(CC)CC2)c(Cl)c1 | i | -14 |
| O=Cc1cn(Cc2c(F)cccc2Cl)c2ccccc12 | i | -15 |
| CN(C)c1ccc(NC(=O)CN2C(=O)CN=C(c3ccccc3)c3cc(Cl)ccc32)cc1 | i | -19 |
| O=[N+]([O-])c1ccc(NCc2ccc(Cl)cc2)c2ccncc12 | i | -18 |

Carrying on.
| Molecule | CHT PAM | OX1R antagonist |
| --- | --- | --- |
| O=C(CCN1CCOCC1)Nc1ccc(Br)cc1C(=O)c1ccccc1 | i | -9 |
| CC1=CC2/C=C(\C)CCC(O)C(O)/C=C/C(=O)C23C(=O)NC(CC(C)C)C3C1C (stereo not given) | i | 1 |
| CSc1ccc(CN2CCN(c3ccccc3C)CC2)cc1 | i | -42 |
| COC(=O)C1=CO[C@@H](C)[C@@H]2CN(CCc3c[nH]c4ccccc34)CC[C@H]12 | i | -31 |
| O=c1c2ccccc2nc(CSc2ncnc3nc[nH]c23)n1-c1ccccc1Cl | i | -19 |
| C[C@H]1[C@H](OC(=O)CCC(=O)NCc2ccc(C(=O)O)cc2)O[C@@H]2O[C@@]3(C)CC[C@H]4[C@H](C)CC[C@@H]1C24OO3 | i | -26 |
| N#Cc1cc(F)c(N2CCNCC2)cc1Cl | i | -19 |
| Nc1cnn(-c2ccccc2)c(=O)c1Cl | i | -4 |
| COC(=O)C1=C(c2c(C)noc2C)C[C@@H]2CC[C@H]1N2C(=O)N1CCC(O)(c2ccc(Cl)cc2)CC1 | / | -27 |
| COc1ccccc1-n1c(O)c(/C=N/NC(=S)Nc2ccccc2)c(=O)[nH]c1=S | i | 0 |
| Cc1cc(=O)oc2c(C)c(OCC(=O)N3CCN(Cc4ccc5c(c4)OCO5)CC3)ccc12 | i | -14 |
| CCN1C[C@@]2(COC)C3[C@@H](OC)[C@H]4[C@@H]1[C@@]3(C1C[C@H]3[C@H](O)C1[C@]4(O)C[C@H]3OC)[C@@H](OC)C[C@H]2O (stereo not given in full) | i | 7 |
| OC(CN1CCC(c2c[nH]c3ccccc23)CC1)C(F)(F)F (stereo not given) | i | -6 |
| COc1c2c(cc3c1OCO3)CCN(C)C2 | i | -6 |
| C[N+]1(C)C2CCC1CC(OC(=O)c1ccco1)C2 (stereo not given) | i | -2 |
| CC(=O)c1ccc2c(c1)C1C(Cl)C(Sc3ccccc3[N+](=O)[O-])CC1C(C(=O)O)N2 (stereo not given) | i | -1 |
| Cc1ccc(Cn2nnnc2CN2CCC(n3nnc4cc(C)ccc43)CC2)cc1 | i | -11 |
| C=CCn1c(O)c(C(C)=NCCN2CCCCC2)c(=O)[nH]c1=O | i | -27 |
| O=P1(Oc2ccccc2)CC=C[C@H](COCc2ccccc2)O1 (stereo not given in full) | i | -23 |
| C=CCn1c(O)c(C(C)=Nc2ccc(C(=O)O)cc2)c(=O)[nH]c1=O | i | -4 |
| O=C(O)c1ccccc1-c1ccc(C=C2C(=O)N(c3ccccc3)C(=S)N(c3ccccc3)C2=O)o1 | i | -2 |
| Cc1cccc(CN(C)C)c1OC(=O)N(C)C | i | 19 |
| COc1ccc(-c2nn(CCC#N)cc2C(=O)Nc2ccc(C(C)=O)cc2)cc1[N+](=O)[O-] | i | -27 |
| O=C1CN=C(c2ccccc2Cl)c2cc(Br)ccc2N1 | i | -10 |

Profiles from above:
O=C1CN=C(c2ccccc2Cl)c2cc(Br)ccc2N1 is entered as CHT PAM = i; OX1R antagonist = -10
Cc1ccc(Cn2nnnc2CN2CCC(n3nnc4cc(C)ccc43)CC2)cc1 is entered as CHT PAM = i; OX1R antagonist = -11

Further compounds.
| Molecule | CHT PAM | OX1R antagonist |
| --- | --- | --- |
| CC1=C(C(=O)OC(C)C)[C@]2(C(=O)N(CC(N)=O)c3ccccc32)C(C#N)=C(N)O1 | i | -2 |
| CCC(=O)CC(c1ccc([N+](=O)[O-])cc1)c1c(O)c2ccccc2oc1=O (stereo not given) | i | -13 |
| COc1ccc(C2=NCC(=S)Nc3ccc(Cl)cc32)cc1Cl | i | -21 |
| CCn1c(O)c(/C(C)=N/N2CCCCC2c2cccnc2)c(=O)[nH]c1=S (stereo not given) | i | -9 |
| CCCC1=C(C(=O)OCC)C2(C(=O)Nc3ccc(C)cc32)C(C#N)=C(N)O1 (stereo not given) | i | -9 |
| Cc1ccccc1CC(=O)N(CCN(C)C)CC1CCCN(Cc2ccccc2F)C1 (stereo not given) | i | -30 |
| O=C(NC1CCCCC1)N1C[C@H]2C[C@@H](C1)c1cccc(=O)n1C2 | i | 2 |
| CN/C=C(/Cl)P(=O)(OC(C)C)OC(C)C | i | -6 |
| CC(=O)c1ccc2c(c1)C1C(Cl)C(Sc3ccccc3[N+](=O)[O-])CC1C(c1ccccc1)N2 (stereo not given) | i | -3 |
| COC(=O)C1=C(c2ccccc2)C[C@@H]2CC[C@H]1N2C(=O)NC(C)C | i | -13 |
| NCCCN1CCN(c2ccccc2)CC1 | i | -18 |
| Cc1cc(OCC(=O)NC2CCS(=O)(=O)C2)c2c3c(c(=O)oc2c1)CCC3 (stereo not given) | i | -12 |
| COC(=O)C1=C(c2cccc(OCc3ccccc3)c2)C[C@@H]2CC[C@H]1N2C(=O)NCCCc1ccccc1 | / | 18 |

An excerpt; count on the stated rates, not on these rows.
